M. tuberculosis = growth inhibition of non-replicating M. tuberculosis (AID 488890); Mycobacterium tuberculosis non-replicating, growth inhibition; higher % means a stronger effect; one-dose inhibition, % at 25 µM; IC50 in µM for titrated hits; 0.39% of 320,000 active; in the data active = a potency from the dose series; inconclusive = inhibition mostly from about 82% at the one dose, without a potency; inactive = the rest, 99 in 100 with inhibition below about 76%;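 note: plate controls were DMSO cells for no effect and high antibiotic wells for full effect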
H1N1 NS1A inhibition = H1N1 influenza NS1A inhibitors, functional cell based assay (AID 504329) | one-dose inhibition, % at 12.5 µM; IC50 in µM for titrated hits | 0.3% of 340,000 active | NS1A functional cell-based assay, percent inhibition; higher % means a stronger effect; in the data active = a potency from the dose series; inconclusive = inhibition above about 27% without an active follow-up result; note: strong numbers were not always called active
Salmonella PhoP GFP = Inhibition of PhoP regulon, Salmonella typhi GFP reporter cells, confirmation, 4 h (AID 1850). Salmonella Typhi PhoP-promoter GFP reporter, fluorescence, 4 h; higher % means a stronger effect. inhibition, % at 50 µM; hits with a dose series show IC50 in µM. 0.33% of 310,000 active; in the data active = a potency from the dose series; inconclusive = inhibition mostly from about 25% at the one dose, without a potency; inactive = the rest, 99 in 100 with inhibition below about 19%;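 note: 0% = induced wells with vehicle and 100% = uninduced wells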
VEEV TC-83 Vero = inhibitors of VEEV TC-83 cytopathic effect, confirmation, Vero cells (AID 588727) | Vero cells, VEEV TC-83 cytopathic effect inhibition; higher % means a stronger effect | inhibition, % at 20 µM, or IC50 in µM where a hit was titrated | 0.13% of 350,000 active; in the data active = a potency from the dose series; inconclusive = inhibition mostly from about 14% at the one dose, without a potency; inactive = the rest, 99 in 100 with inhibition below about 12%; note: strong numbers were not always called active
H37Rv inhibition = M. tuberculosis growth inhibition, HTS (AID 449762) | M. tuberculosis H37Rv growth inhibition, 7H9 media; higher % means a stronger effect | inhibition, % at 25 µM; hits with a dose series show IC50 in µM | 0.59% of 330,000 active; in the data active = a potency from the dose series; inconclusive = inhibition above about 70% without an active follow-up result;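 note: bacterial growth assessed after seven days of incubation; strong numbers were not always called active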
VEEV TC-83 Vero 10K pilot screen = recorded beside VEEV TC-83 Vero, whose call it bears; inhibition, %; measured here: 10K pilot screen inhibition
* marks the source's active call; other numbers are inactive results; i = inactive; u = inconclusive; x = not tested or not shown.

SMILES	M. tuberculosis	H1N1 NS1A inhibition	Salmonella PhoP GFP	VEEV TC-83 Vero	H37Rv inhibition	others
C/C(=C1/SC(N2CCCC2)=NC1=O)c1ccc(Br)cc1	63%	-8%	-11%	u	u
Cc1ccc2c(c1)-n1c(nc3cc(F)ccc3c1=O)C(Cc1ccccc1)NC2=O (stereo not given)	-4%	x	x	x	-6%
O=C1CN(C(=O)c2ccccc2Cl)c2ccccc2N1	12%	0%	-9%	i	3%
C/C(=N\NC(N)=O)c1cc(Cl)cc(Cl)c1O	62%	x	-3%	i	-8%
CSCCC(NC(=O)c1ccccc1Br)C(=O)N1CCCCCCC1 (stereo not given)	5%	-8%	-8%	2.4%	-4%
O=C(NCCNC(=O)c1cccnc1)c1ccc(Br)cc1	-12%	-14%	-5%	1.7%	-12%
CCOC(=O)CC(=O)Nc1ccsc1C(N)=O	-7%	-6%	3%	1.3%	2%
O=C1CCCc2c1nc(-c1ccc(F)cc1)n2O	-16%	0%	6%	1.3%	3%
O=C(c1ccccc1)N1CCN(C(=O)c2ccccc2)C1c1ccccc1	-1%	-1%	9%	2.6%	-3%
CC(=O)Nc1ccc(NC(=O)CN(C)S(=O)(=O)c2ccc3nc(C)sc3c2)cc1	x	-6%	2%	0.3%	-3%
CCN(CC)C(=O)CSc1nnc(-c2ccc(F)cc2)n1N	-5%	-10%	-1%	0.7%	1%
COc1ccc(N2C(=O)CN=C2Nc2cccc(C)c2C)cc1OC	5%	11%	-13%	3.4%	1%	VEEV TC-83 Vero 10K pilot screen=0.0
Cc1c(C(=O)c2ccc(N(C)C)cc2)c2ccccn2c1CCC#N	23%	1%	-8%	4.2%	15%
CN(C)C(CNC(=O)CCNS(=O)(=O)c1ccccc1C(F)(F)F)c1ccccc1 (stereo not given)	-1%	6%	x	2.3%	1%
Cc1c(N(C)CS(=O)(=O)O)c(=O)n(-c2ccccc2)n1C	-9%	-1%	-6%	0.2%	0%
Cc1nn(-c2ccccc2)c(N)c1C1(O)C(=O)N(C(C)C)c2ccccc21 (stereo not given)	30%	-8%	-6%	1.5%	5%
O=C(Nc1ccc(Cl)c(C(F)(F)F)c1)c1ccncc1	72%	3%	3%	3.8%	-5%
Cc1cc(C)cc(N(CCC#N)C(=O)CSc2nc3ccccc3c(=O)[nH]2)c1	8%	2%	x	0.7%	-3%
O=S(=O)(c1ccccc1)N1CCN=C1SCc1cccc(Cl)c1	19%	5%	-3%	5.0%	4%
O=C(c1ccncc1)C12CN3CN(CN(C3)C1)C2	-4%	-3%	6%	1.3%	-4%
Cc1ccc(Cn2c(C3CCCN3c3nc(-c4ccc(F)cc4)cs3)nc3cc(Cl)c(Cl)cc32)cc1 (stereo not given)	17%	-3%	1%	0.6%	-7%
CCOc1ccc(N=Cc2c(O)n(Cc3ccccc3)c(=S)[nH]c2=O)cc1	5%	-6%	6%	3.1%	u
O=C(Cc1cccs1)N1CCN(S(=O)(=O)c2cc(Cl)ccc2Cl)CC1	23%	6%	-1%	6.2%	1%
CCCOC(=O)c1ccc(NC(=O)CCC(=O)OCC)cc1	u	-1%	4%	0.9%	u
COCCNC(=S)N1CCN(c2nc(-c3ccc(F)cc3)cs2)CC1	19%	0%	-4%	2.2%	9%
CCN1C(=O)[C@@H]2[C@@H](c3ccc(-c4ccc(Cl)c(Cl)c4)c(OC)c3)N3CCCC[C@@]3(C(=O)OC)[C@@H]2C1=O	12%	3%	12%	2.0%	5%
C=CC(=O)OCCO	x	-12%	x	i	x
CC1SC2(NC1=O)C1CC3CC(C1)CC2C3 (stereo not given)	14%	0%	-3%	6.7%	-2%
CCOC(=O)C(C(=O)OCC)C(c1ccccc1)N1CCN(c2ccccc2)CC1 (stereo not given)	x	12%	x	21%	x
CCOc1c(CNCCN2CCOCC2)cccc1OC	11%	-3%	4%	0.9%	6%
COc1cc(C(=O)N2CCN(C(=O)C3CC3)CC2)cc(OC)c1OC	-2%	-7%	-7%	0.3%	-3%
O=C(/C=C/c1ccc(Cl)cc1Cl)Nc1ccc(CN2CCOCC2)cc1	66%	0%	12%	2.1%	16%
Cc1cc(NC(=O)CSc2nnc(C3CC3)n2-c2ccccc2)no1	9%	-4%	-2%	0.7%	-4%
Cc1cc(Cl)ccc1NC(=O)C1CCN(S(C)(=O)=O)CC1	1%	0%	1%	0.4%	-8%
Cn1c(=O)[nH]c(=O)c2c1nc(NCc1ccco1)n2CCCc1ccccc1	x	-11%	x	3.3%	x
CCc1ccc(S(=O)(=O)Nc2ccc(-c3nc4cccnc4s3)cc2)s1	-7%	2%	1%	5.9%	-1%
Cc1cc(C)cc(SCc2noc(C(=O)NCc3ccccc3)c2C(=O)NCc2ccccc2)c1	6%	0%	-6%	0.9%	24%
COc1ccc(CCN2CC(C(=O)O)CC2=O)cc1 (stereo not given)	4%	2%	-10%	i	-1%	VEEV TC-83 Vero 10K pilot screen=0.4
O=[N+]([O-])c1ccc(N2CCOCC2)cc1NCc1ccccc1	-1%	15%	10%	0.2%	4%
COc1ccc(F)cc1S(=O)(=O)N1CCCCC1	1%	-10%	7%	7.1%	-1%
CCCc1cc(=O)n2[nH]c(-c3ccc(OC)cc3)nc2n1	18%	-6%	-7%	1.5%	13%
O=C(c1ccco1)N1CCN(c2nc3ccsc3c(=O)s2)CC1	33%	-2%	-4%	7.1%	0%
CCOC(=O)N1CCN(C(=O)CCn2c(=O)[nH]c3ccsc3c2=O)CC1	4%	-11%	10%	0.6%	-1%
Cc1c(C(=O)N2CCN(c3ccccc3)CC2)oc2c1C(=O)CC(C)(C)C2	9%	-6%	-8%	8.4%	1%
COc1ccc(Oc2nccc(-c3ccc(F)cc3)c2C#N)cc1	2%	-6%	-4%	0.8%	6%
CCC(Sc1nccn1C)C(=O)Nc1nnc(C)s1 (stereo not given)	x	6%	24%	1.1%	6%
Cc1cc(C)c(C(=O)c2cccs2)c(C)c1	x	9%	x	i	x
CCc1ccccc1NC(=O)N[C@@H](C)C(=O)O	-8%	-14%	-5%	1.1%	2%
C#CC(C)(CC)NC(=O)c1cc2cccc(CC=C)c2oc1=O (stereo not given)	21%	-4%	5%	11%	0%
CCCCOc1ccc2c(C)cc(=O)oc2c1OCCCC	12%	-9%	-7%	i	u
Cc1c(NC(=O)COc2ccc3ccccc3c2)c(=O)n(-c2ccccc2)n1C	-20%	x	-2%	x	-10%
CN(Cc1ccccc1)C(=O)c1ccccc1C(=O)O	-4%	-20%	5%	2.8%	3%
Cc1nn(C)cc1CN(C)Cc1c(C(=O)N(C)Cc2ccccc2)nc2ccccn12	-16%	-1%	8%	1.5%	4%
Cc1ccc(CNC(=O)c2ccc(NC3=NC4CS(=O)(=O)CC4S3)cc2)cc1 (stereo not given)	-10%	30%	-8%	0.0%	-4%	VEEV TC-83 Vero 10K pilot screen=0.3
CN(C)S(=O)(=O)c1cccc(NC(=O)COC(=O)CCC(=O)c2ccc(F)cc2)c1	-6%	3%	-20%	i	0%
COc1cc(CNc2ccc(N3CCCC3)cc2)ccc1OCc1ccccc1	80%	9%	-7%	i	5%
Fc1ccc(NCc2ccccc2F)cc1Cl	26%	-5%	-10%	4.5%	u
Cc1cccc(C(=O)N/N=C/c2coc3ccccc3c2=O)c1	u	-1%	-3%	3.0%	6%
Cc1cc(NC(=O)c2ccc(Cl)cc2)n(CCC#N)n1	-10%	-8%	-3%	i	6%
COc1cccc2[nH]c(C(=O)NN)c(N)c12	-4%	-13%	-2%	2.9%	3%
(further entries)
SMILES	M. tuberculosis	H1N1 NS1A inhibition	Salmonella PhoP GFP	VEEV TC-83 Vero	H37Rv inhibition	others
CN(CCOCCOc1ccc(F)cc1)Cc1ccccc1	i	17%	-2%	i	0%
CCCn1c(SC/C(O)=C(\C#N)c2nc3ccccc3[nH]2)n[nH]c1=O	12%	3%	-2%	1.3%	-5%
COc1ccc(Nc2nc(NCCN3CCOCC3)nc(Nc3ccc(OC)cc3)n2)cc1	35%	7%	-2%	9.5%	16%
CCN(Cc1nc2cc(Cl)ccc2c(=O)[nH]1)C(=O)c1cc(C2CC2)nn1-c1ccccc1	x	0%	x	5.7%	x
CCN1C(=O)[C@H]2[C@@H](c3ccc(C)cc3)N3C(=O)N(c4ccc(OC)cc4)C(=O)[C@@]3(Cc3ccc(Cl)cc3)[C@H]2C1=O	39%	0%	-5%	i	-1%
Cc1ccccc1NC(=O)c1cccc(N2C(=O)C3CCC(C)CC3C2=O)c1 (stereo not given)	-1%	12%	-7%	i	0%
O=C(CN1CCN(c2ccccn2)CC1)N1CC(O)CO1 (stereo not given)	-15%	-7%	8%	0.3%	-6%
Cc1ccc(S(=O)(=O)NC(C)(C)C)cc1C(=O)OCC(=O)N1CCCC1=O	0%	-6%	-4%	1.4%	-7%
Nc1ccc(C(=O)N2CCN(S(=O)(=O)c3ccc4c(c3)OCCCO4)CC2)cc1[N+](=O)[O-]	19%	5%	x	i	9%
Cc1ccc(NC(=S)NCCN2CCOCC2)cc1C	4%	-14%	-4%	i	-1%
Cc1ccc(C)c(N(C(=O)CNC(=O)c2ccco2)C(C(=O)NC2CCCC2)c2ccncc2)c1 (stereo not given)	-4%	-8%	4%	0.4%	-2%
Cc1nc(N2CCN(Cc3ccc4c(c3)OCO4)CC2)[nH]c(=O)c1C	x	2%	x	0.9%	x
O=C(CCCCCn1c(=O)[nH]c2ccccc2c1=O)NCCc1c[nH]c2ccccc12	25%	5%	-9%	0.6%	u
CC1(C)O[C@@H]1COc1c2ccoc2cc2oc(=O)ccc12	6%	-9%	4%	3.7%	-2%
S=C(NCCSCc1ccc(Cl)cc1)Nc1ccccc1	u	7%	-6%	0.1%	5%

As a short view, 2 of the compounds above:
SMILES	M. tuberculosis	H1N1 NS1A inhibition	Salmonella PhoP GFP	VEEV TC-83 Vero	H37Rv inhibition	others
CN(CCOCCOc1ccc(F)cc1)Cc1ccccc1	i	17%	-2%	i	0%
CCCn1c(SC/C(O)=C(\C#N)c2nc3ccccc3[nH]2)n[nH]c1=O	12%	3%	-2%	1.3%	-5%

Next part
SMILES	M. tuberculosis	H1N1 NS1A inhibition	Salmonella PhoP GFP	VEEV TC-83 Vero	H37Rv inhibition	others
O=C(COC(=O)c1ccc([N+](=O)[O-])o1)Nc1cccc(S(=O)(=O)N2CCOCC2)c1	65%	-7%	-4%	i	-3%
Fc1ccc(CN2CCCN(Cc3nc(-c4ccc5c(c4)OCO5)no3)CC2)cc1	5%	-5%	3%	0.5%	53%
O=C(CSc1nc2ccc([N+](=O)[O-])cc2[nH]1)NCCc1ccccc1	u	2%	7%	4.8%	4%
Cc1ccc(CCNC(=O)C2=CCN(S(=O)(=O)c3ccccc3)CC2)cc1	11%	1%	3%	7.0%	-2%
O=C(CN1CCOCC1)Nc1nc(-c2ccccc2)cs1	-2%	-9%	-3%	2.2%	2%

Grouped by structure: the compounds so far with an aryl methoxy group
SMILES	M. tuberculosis	H1N1 NS1A inhibition	Salmonella PhoP GFP	VEEV TC-83 Vero	H37Rv inhibition	others
COc1ccc(N2C(=O)CN=C2Nc2cccc(C)c2C)cc1OC	5%	11%	-13%	3.4%	1%	VEEV TC-83 Vero 10K pilot screen=0.0
CCN1C(=O)[C@@H]2[C@@H](c3ccc(-c4ccc(Cl)c(Cl)c4)c(OC)c3)N3CCCC[C@@]3(C(=O)OC)[C@@H]2C1=O	12%	3%	12%	2.0%	5%
CCOc1c(CNCCN2CCOCC2)cccc1OC	11%	-3%	4%	0.9%	6%
COc1cc(C(=O)N2CCN(C(=O)C3CC3)CC2)cc(OC)c1OC	-2%	-7%	-7%	0.3%	-3%
COc1ccc(CCN2CC(C(=O)O)CC2=O)cc1 (stereo not given)	4%	2%	-10%	i	-1%	VEEV TC-83 Vero 10K pilot screen=0.4
COc1ccc(F)cc1S(=O)(=O)N1CCCCC1	1%	-10%	7%	7.1%	-1%
CCCc1cc(=O)n2[nH]c(-c3ccc(OC)cc3)nc2n1	18%	-6%	-7%	1.5%	13%
COc1ccc(Oc2nccc(-c3ccc(F)cc3)c2C#N)cc1	2%	-6%	-4%	0.8%	6%
COc1cc(CNc2ccc(N3CCCC3)cc2)ccc1OCc1ccccc1	80%	9%	-7%	i	5%
COc1cccc2[nH]c(C(=O)NN)c(N)c12	-4%	-13%	-2%	2.9%	3%
COc1ccc(Nc2nc(NCCN3CCOCC3)nc(Nc3ccc(OC)cc3)n2)cc1	35%	7%	-2%	9.5%	16%
CCN1C(=O)[C@H]2[C@@H](c3ccc(C)cc3)N3C(=O)N(c4ccc(OC)cc4)C(=O)[C@@]3(Cc3ccc(Cl)cc3)[C@H]2C1=O	39%	0%	-5%	i	-1%
